ASK1 primary: ASK1 kinase inhibitors, primary screen, biochemical, AlphaScreen | Mitogen-activated protein kinase kinase kinase 5 (Homo sapiens), Q99683 | AlphaScreen MKK6 phosphorylation by ASK1, luminescence | inhibition, % at 7.44 µM | actives 0.99% (n = 22,000); in the data active = inhibition above about 35%;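 also: 0% = median of compound wells and 100% = no enzyme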
ULK1 primary: ULK1 kinase inhibitors, primary screen, biochemical, AlphaScreen | Serine/threonine-protein kinase ULK1 (Homo sapiens), O75385 | AlphaScreen Atg13 phosphorylation by ULK1, luminescence | inhibition, % at 5.96 µM | actives 1.9% (n = 30,000) | AID 1259251, 2017; in the data active = inhibition above about 43%;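 also: 0% = median of compound wells and 100% = no enzyme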
Target sequence (O75385 whole entry, looked up): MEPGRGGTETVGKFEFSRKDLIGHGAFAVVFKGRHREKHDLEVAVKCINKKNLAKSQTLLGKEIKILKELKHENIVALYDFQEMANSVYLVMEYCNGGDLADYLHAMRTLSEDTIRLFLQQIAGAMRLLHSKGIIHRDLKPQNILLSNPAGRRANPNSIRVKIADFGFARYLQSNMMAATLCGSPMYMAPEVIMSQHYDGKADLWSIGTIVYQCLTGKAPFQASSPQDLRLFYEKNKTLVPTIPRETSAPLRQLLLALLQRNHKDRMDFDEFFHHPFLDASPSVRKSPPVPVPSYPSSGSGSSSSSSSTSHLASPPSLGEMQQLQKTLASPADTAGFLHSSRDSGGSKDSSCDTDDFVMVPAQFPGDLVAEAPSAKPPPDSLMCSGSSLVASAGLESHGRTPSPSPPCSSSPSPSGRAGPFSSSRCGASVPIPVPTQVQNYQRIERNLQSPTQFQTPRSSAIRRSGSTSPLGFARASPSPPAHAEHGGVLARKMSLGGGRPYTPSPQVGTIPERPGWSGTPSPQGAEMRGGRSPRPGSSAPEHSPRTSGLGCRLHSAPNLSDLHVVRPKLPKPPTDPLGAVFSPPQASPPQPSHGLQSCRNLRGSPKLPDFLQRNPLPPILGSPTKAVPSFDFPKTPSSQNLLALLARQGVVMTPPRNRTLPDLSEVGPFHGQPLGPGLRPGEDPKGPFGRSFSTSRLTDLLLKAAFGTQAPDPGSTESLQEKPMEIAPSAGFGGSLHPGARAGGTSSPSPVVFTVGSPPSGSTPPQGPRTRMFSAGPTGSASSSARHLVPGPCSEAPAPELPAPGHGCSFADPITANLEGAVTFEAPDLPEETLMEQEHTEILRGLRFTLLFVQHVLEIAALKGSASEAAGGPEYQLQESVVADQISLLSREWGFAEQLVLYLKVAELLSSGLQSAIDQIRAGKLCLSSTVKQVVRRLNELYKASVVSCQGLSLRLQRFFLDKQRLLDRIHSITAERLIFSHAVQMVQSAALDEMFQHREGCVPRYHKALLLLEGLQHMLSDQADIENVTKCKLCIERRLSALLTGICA
* marks the source's active call; other numbers are inactive results; · = not tested or not shown.

Preview (3 entries):
ASK1 primary | ULK1 primary | mol
-4 | -8 | CC(=O)Nc1ccc(NC(=O)c2ccc3nc(N4CCOCC4)sc3c2)cc1
· | 7 | CN1CCN(CC(=O)N2c3ccccc3C(=O)Nc3cccnc32)CC1
· | -13 | CC(C)(C)n1cnc2cc(N=Cc3ccccc3O)ccc21

Results, from the first entry:
ASK1 primary | ULK1 primary | mol
-4 | -8 | CC(=O)Nc1ccc(NC(=O)c2ccc3nc(N4CCOCC4)sc3c2)cc1
· | 7 | CN1CCN(CC(=O)N2c3ccccc3C(=O)Nc3cccnc32)CC1
· | -13 | CC(C)(C)n1cnc2cc(N=Cc3ccccc3O)ccc21
0 | -2 | FC(F)(F)c1cccc(CNc2nc(Nc3ccncc3)nc3c2ncn3-c2ccsc2)c1
-1 | 0 | COc1cc(Nc2nc(-c3ccc(C(=O)N4CCN(C)CC4)cc3)nc3nc[nH]c23)cc(OC)c1OC
1 | -5 | FC(F)(F)c1cccc(CNc2cc(NCc3ccc4c(c3)OCO4)ncn2)c1
-7 | -4 | CCCNc1nc(N2CCOCC2)nc2cc(OC)c(OC)cc12
-3 | 24 | O=C(NCCO)c1csc(NCCN2CCOCC2)n1
· | 3 | CC(C)Cn1c2c(=O)n(C)c(=O)n(C)c2n2c(-c3ccccc3)nnc12
12 | -7 | CC(=O)c1cccc(-c2nc3ncnc(NCCN(C(C)C)C(C)C)c3[nH]2)c1
-6 | -4 | Cc1cc(NCCN(C(C)C)C(C)C)nc(N2CCCC2CO)n1 (centres undefined)
1 | 4 | Cc1cnc(Nc2ccccn2)nc1NCc1ccccc1
-1 | 15 | O=C(Cc1cn(-c2ccc(Nc3nccc4ccccc34)nn2)c2ccccc12)NCc1nc2ccccc2[nH]1
-18 | -25 | CN1CCN(c2ccc(-c3cc(NC4CC4)nc(N)n3)cc2)CC1
· | 14 | C[N+](C)(C)CCOC(N)=O
2 | 3 | O=C(NC1CC1)c1ccc(-c2ncc(C(=O)Nc3ccc(N4CCOCC4)cc3)s2)cc1
· | 1 | C[C@@](Cc1ccc(O)c(O)c1)(NN)C(=O)O
-3 | 1 | O=C(NCc1nc2ccccc2[nH]1)c1cc(N2CCOCC2)nc2ccccc12
3 | -1 | CC(=O)Nc1ccc(Nc2nc(N3CCc4ccccc4C3)nc3nc[nH]c23)cc1
· | -13 | c1ccc(CCNc2cc(-c3ccccn3)nc(-c3cccnc3)n2)cc1
· | 7 | COC(=O)c1ccccc1Oc1ncc(Cl)cn1
16 | -37 | COc1cc2nc(Nc3cc(OC)c(OC)c(OC)c3)nc(Nc3ccccc3)c2cc1OC
15 | 17 | OCCNc1nc(Nc2ccncc2)nc2c1ncn2-c1ccsc1
7 | 20 | O=C(Nc1ccc2c(c1)OCO2)c1csc(NC2CCN(Cc3ccccc3)CC2)n1
28 | -2 | FC(F)(F)c1ccc(Cn2cnc3c(NCc4cccc(C(F)(F)F)c4)nc(-c4ccc(N5CCOCC5)nc4)nc32)cc1

Going on with the list.
ASK1 primary | ULK1 primary | mol
· | 0 | CCN1C(=O)C(C)(C)COc2cc(NC(=O)c3cc(Cl)ccc3Cl)ccc21
2 | -3 | C/C=C(\CC(NCc1ccccc1)c1ccccc1)C[Si](C)(C)C (centres undefined)
8 | -6 | C=CCN1CCN(c2c(Cl)cccc2NC(=O)c2cc(C)on2)CC1
-18 | 34 | Cc1nn(C)c(C)c1-c1nc(NCc2cccnc2)c2ncn(-c3ccccc3)c2n1
-3 | 7 | O=C(NCc1ccccc1)c1cncc(-c2ccc(N3CCOCC3)nc2)c1
-29 | -9 | Cc1nn(C)c(C)c1-c1cncc(C(=O)NCCOc2ccccc2)c1
2 | 23 | O=C(Nc1ccc(N2CCOCC2)cc1)c1ccnc(-c2ccccc2)c1
-10 | 3 | O=C(Nc1ccc(Oc2ccccc2)cc1)c1csc(-c2csc3ccccc23)n1
-17 | 1 | CC(C)N(CCNc1ccnc(Nc2ccc3ncccc3c2)n1)C(C)C
-7 | 12 | N[C@H](Cc1ccc(Br)cc1)C(=O)N1CC[C@H](C(=O)Nc2ccc3[nH]ncc3c2)C1
0 | -14 | CN1CCN(c2ccc(-c3cc(NCc4cccc(C(F)(F)F)c4)ncn3)cc2)CC1
· | -27 | COc1ccc(Nc2cc(C)nc(N3CCN(S(=O)(=O)c4cc(C)ccc4OC)CC3)n2)cc1
· | -4 | CN1CCN(C(=O)C(=O)Nc2ccccn2)CC1
7 | -11 | COc1nc(NCc2ccccc2)nc(-c2ccc(N3CCOCC3)nc2)n1
· | 3 | COc1cc(/C=N/NC(=O)C(=O)NC(C)c2ccccc2)cc(OC)c1OC (centres undefined)
-20 | 1 | CN1CCN(c2cc(-c3cn[nH]c3)ccc2NC(=O)Cc2cccc(Cl)c2)CC1
6 | -4 | c1ccc(CN2CCC(Nc3ccnc(NCc4cccnc4)n3)CC2)cc1
4 | -10 | O=C(Nc1ccc(-c2cn[nH]c2)cc1)OCCc1ccccc1
4 | 6 | O=C(NCCOc1ccccc1)c1csc(NCc2ccc3c(c2)OCO3)n1
-13 | -41 | CC(=O)Nc1cc(C(=O)NCCN2CCOCC2)cc(-n2ncc3cc(Nc4c(Cl)cccc4Cl)ccc32)c1
-16 | 2 | Cc1cnc(-c2ccc(C(=O)NC3CC3)cc2)nc1NC1CCN(Cc2ccccc2)CC1
23 | 9 | Nc1nccc(-c2cnc3nc(C4COc5ccc(C(=O)NC6CC6)cc5C4)[nH]c3c2)n1 (centres undefined)
-4 | 1 | c1cncc(CNc2cc(NCCN3CCOCC3)ncn2)c1
· | 2 | Cc1nc2ncccc2c(=O)n1-c1ccc(F)c(NC(=O)c2cccc(Br)c2)c1
-3 | -6 | CC(C)N(CCNc1ncnc2nc(N3CCCC3CO)[nH]c12)C(C)C (centres undefined)

Going on with the list:
ASK1 primary | ULK1 primary | mol
· | -4 | COc1cccc(CN2CCC(C(=O)NC(C)C)CC2)c1
· | 15 | CC(=O)N/N=C/c1ccc([N+](=O)[O-])o1
· | 2 | Cn1c(=O)[nH]c(N2CCOCC2)c(Cc2ccc(C#N)cc2)c1=O
-5 | -21 | NC(C(=O)N1CCC(Nc2ccc3cnccc3c2)CC1)c1ccc(-c2ccccc2)cc1 (centres undefined)
· | -16 | C(=N\Nc1nnc2c(n1)[nH]c1ccccc12)/c1ccncc1
· | -1 | COc1cc(OC)nc(Oc2ccccc2/C=N/NC(=O)OC(C)(C)C)n1
-12 | -25 | FC(F)(F)c1ccc(Cn2cnc3c(NCc4cccnc4)nc(-c4ccc(N5CCOCC5)nc4)nc32)cc1
4 | 4 | O=C(Cc1cn(-c2ccc(Nc3ccc(C(F)(F)F)cc3)nn2)c2ccccc12)NC1CC1
-17 | -25 | c1ccc(Oc2ccc(Nc3cc(-c4ccccc4)ncn3)cc2)cc1
-20 | -2 | CCNc1nc(NCCN(C(C)C)C(C)C)c2ncn(CCN3CCCC3=O)c2n1
-29 | -26 | FC(F)(F)c1cccc(CNc2ccnc(N3CCOCC3)n2)c1
11 | -7 | CC(=O)Nc1ccc(Nc2nc(NCc3cccnc3)nc3c2ncn3CCN2CCCC2=O)cc1
-10 | -10 | CC(C)N(CCNC(=O)c1cnc(-c2csc3ccccc23)s1)C(C)C
-3 | 12 | CCCNc1nc(-c2ccc(N3CCOCC3)nc2)ncc1C
-2 | -4 | O=C(NCCCN1CCCC1=O)c1ccnc(N2CCC(N3CCOCC3)CC2)c1
-5 | -2 | Cc1cncc2c(S(=O)(=O)N3CC[C@H](N)C3)cccc12
9 | 3 | O=C(Cc1cn(-c2ccc(Nc3ccc(C(F)(F)F)cc3)nn2)c2ccccc12)NCc1nc2ccccc2[nH]1
-6 | -36 | OCCNc1nc(-c2csc3ccccc23)nc2c1ncn2-c1ccccc1
· | 0 | O=C(N/N=C(/c1ccc([N+](=O)[O-])cc1)C12CN3CN(CN(C3)C1)C2)c1ccncc1
-14 | -19 | O=C(NCc1cccc(C(F)(F)F)c1)c1cc(NCCCN2CCCC2=O)nc2ccccc12
-6 | -5 | O=C(NCc1cccnc1)c1cnc(-c2csc3ccccc23)s1
· | 2 | COCCNc1cc(-c2cncc(-c3ccc(F)cc3)c2)nc(C)n1
15 | 24 | Cc1cc(Nc2ccc(N3CCOCC3)cc2)nc(-c2ccc(C(=O)NC3CC3)cc2)n1
2 | -1 | Cc1cc(NCCN2CCOCC2)nc(-c2ccc(C(=O)N3CCN(C)CC3)cc2)n1
2 | 2 | CCN(CC)C(=O)C1CCCN(c2nc(NC3CC3)c3ncn(-c4ccccc4)c3n2)C1 (centres undefined)

(next part)
ASK1 primary | ULK1 primary | mol
-3 | -11 | COc1cccc(CN(CC2CCN(C)CC2)C(=O)Nc2ccc(-c3cn[nH]c3)cc2OC)c1
· | 9 | Cc1cc(O)c(C(c2ccccc2)N2CCCCC2)c(=O)n1Cc1cccnc1 (centres undefined)
· | 7 | Cc1c(C(=O)OCC(=O)c2ccccc2)cc([N+](=O)[O-])cc1[N+](=O)[O-]
-4 | 6 | CC(C)n1c(N2CCC(N3CCOCC3)CC2)nc2c(NCCN3CCOCC3)ncnc21
-19 | -1 | Cc1cnc(-c2ccc(C(N)=O)cc2)nc1NCCN(C(C)C)C(C)C
· | 2 | O=C(NCCO)/C(=C/c1ccc([N+](=O)[O-])cc1)NC(=O)c1ccccc1
-20 | -7 | COc1cccc(CN(C)C(=O)Nc2ccc(-c3cn[nH]c3)cc2F)c1
0 | 19 | Cc1cc(NCc2nc3ccccc3[nH]2)nc(Nc2ccc3ncccc3c2)n1
-19 | -6 | CCCNc1ccnc(NCCN2CCOCC2)n1
4 | -40 | Cc1cc(NCCc2ccc(O)cc2)nc(-c2csc3ccccc23)n1
4 | 21 | CC(C)n1cnc2c(Nc3ccc(N4CCOCC4)cc3)nc(Nc3ccc(C(F)(F)F)cc3)nc21
22 | -3 | O=C(Nc1ccc(-c2cn[nH]c2)c(C(F)(F)F)c1)C1COc2ccccc2O1 (centres undefined)
-8 | -1 | Cc1cnc(Cl)nc1NCc1ccccc1
· | -7 | COC(=O)c1c(N)sc2c1CC(C)(C)NC2(C)C
5 | -1 | Cn1c(Nc2ccc(-n3cc(CC(=O)NCCOc4ccccc4)c4ccccc43)nn2)nc2ccccc21
15 | 12 | c1cnc2ccc(Nc3nccc(Nc4ccc(N5CCOCC5)cc4)n3)cc2c1
1 | -8 | Cc1cncc(NC(=O)c2cccc(-n3cc(NC(=O)Cc4ccccc4)cn3)c2)c1
-18 | 22 | COc1nc(NCCOc2ccccc2)nc(-c2ccc(C(=O)NC3CC3)cc2)n1
17 | 21 | O=C(NCc1nc2ccccc2[nH]1)c1cnc(Nc2ccncn2)s1
· | -6 | Cc1ccc(S(=O)(=O)c2cnc(-c3ccc(O)cc3)nc2-c2cccnc2)cc1
-17 | -17 | O=C(Nc1ccc(-c2ccnc3ncccc23)cc1)C1COc2ccccc2O1 (centres undefined)
21 | 3 | c1ccc(CNc2nc(Nc3ccc(N4CCOCC4)cc3)nc3c2ncn3-c2ccccc2)cc1
· | 7 | CCCOc1ccnc2c1c(=O)n(CC(=O)N(CC)CC)c(=O)n2C
8 | 2 | c1ccc(CN2CCC(Nc3nc(N4CCOCC4)nc4c3ncn4C3CCCCC3)CC2)cc1
7 | 4 | CCCNC(=O)c1cc(NCCN2CCOCC2)nc2ccccc12

Further records follow.
ASK1 primary | ULK1 primary | mol
· | -23 | CCOC(=O)c1cc(-c2ccc(N(CC)CC)cc2)no1
-11 | 2 | COc1ccc(-c2cc(NCCN(C(C)C)C(C)C)ncn2)cc1
· | 0 | CCn1c(SCC(=O)Nc2ccccc2Cl)nnc1-c1ccccc1O
· | -2 | CCC(C)(C)C(=O)Nc1nnc(CC(C)C)s1
2 | 3 | COc1ccc(CCNC(=O)c2cnc(NCCN3CCOCC3)s2)cc1
· | 3 | O=[N+]([O-])c1ccc(N2CCN(C/C=C/c3ccccc3)CC2)c([N+](=O)[O-])c1
0 | -11 | O=C(NCc1cccc(C(F)(F)F)c1)c1cccc(-c2ccc(N3CCOCC3)nc2)c1
-5 | 0 | COc1ccc(-c2ncc(C(=O)Nc3ccc(NC(C)=O)cc3)s2)cn1
16 | -53 | COc1cc(Nc2nc(NCc3ccc4c(c3)OCO4)nc3c2ncn3CCN2CCCC2=O)cc(OC)c1OC
0 | -1 | O=C(NCc1nc2ccccc2[nH]1)c1ccc2nc(Br)sc2c1
· | 2 | COc1cn(CC(=O)Nc2ccc(F)cc2)c(CN2CCCCCC2)cc1=O
-2 | 9 | O=C(NCc1cccnc1)C1CCN(c2ccc(Nc3cnccn3)nn2)CC1
· | 0 | Clc1cc(N2CCN(c3ccccc3)CC2)c(Cl)nn1
-40 | 8 | Cn1c(Nc2nc3ccc(C(=O)NC4CCN(Cc5ccccc5)CC4)cc3s2)nc2ccccc21
9 | 6 | CC(C)n1cnc2c(NCCO)nc(Nc3ccccc3)nc21
-2 | 4 | COc1ccc(-c2cc(C(=O)Nc3ccc(NC(C)=O)cc3)ccn2)cc1
-19 | -27 | COc1ccc2c(c1)CC(c1nc3c(C)c(C)c(-c4ncnc5[nH]ccc45)cc3[nH]1)CO2 (centres undefined)
· | 5 | Cc1cccc(C)c1NC(=O)/N=C1/CCCN1C
21 | -4 | COc1cc2nc(-c3ccc(C(=O)N4CCN(C)CC4)cc3)nc(Nc3cc(OC)c(OC)c(OC)c3)c2cc1OC
-1 | 3 | O=C(NCc1cccnc1)c1csc(Br)n1
12 | 15 | CN1CCN(c2ccc(-c3cccc(C(=O)NCCN4CCOCC4)n3)cc2)CC1

Compound profiles, from the list above. Screens in order: ASK1 primary, ULK1 primary
CC(C)n1cnc2c(NCCO)nc(Nc3ccccc3)nc21 in the list: 9, 6
COc1ccc(CCNC(=O)c2cnc(NCCN3CCOCC3)s2)cc1 in the list: 2, 3
COc1cc(Nc2nc(NCc3ccc4c(c3)OCO4)nc3c2ncn3CCN2CCCC2=O)cc(OC)c1OC in the list: 16, -53
COc1ccc(-c2cc(NCCN(C(C)C)C(C)C)ncn2)cc1 in the list: -11, 2
COc1ccc(-c2cc(C(=O)Nc3ccc(NC(C)=O)cc3)ccn2)cc1 in the list: -2, 4
